NS5 inhibitors: Dengue-2 NS5 methyltransferase inhibitors, primary screen, biochemical, confirmation dose response (AID 588689); Dengue-2 NS5 methyltransferase capping enzyme assay, biochemical; higher % means a stronger effect; inhibition, % at 25 µM; hits with a dose series show IC50 in µM; 340,000 compounds, 0.3% hits; in the data active means a potency from the dose series
NS5 inhibitors pilot replicate: also measured in NS5 inhibitors; calls as there; inhibition, %; measured here: pilot screen replicate inhibition
An asterisk follows results filed as active. Not all compounds are listed (hit frequency here may not be typical).

Start of the listing, in advance, 5 compounds:
SMILES | NS5 inhibitors | others
Cc1ccc(-c2cc(C(=O)N3CCCC(C(F)(F)F)C3)c3ccccc3n2)o1 (stereo not given) | 7%
Cc1nnc(SC(C)C(=O)NCC2CCCO2)s1 (stereo not given) | -7%
CCOc1ccccc1OCCCC(=O)NNC(=O)c1ccc(F)cc1 | -4%
CCOC(=O)C1=C(COC(=O)c2cc(S(=O)(=O)N3CCOCC3)ccc2F)NC(=O)NC1C (stereo not given) | -8%
O=C(O)c1cc(=S)nc[nH]1 | -4%

Results, repeating the preview:
SMILES | NS5 inhibitors | others
Cc1ccc(-c2cc(C(=O)N3CCCC(C(F)(F)F)C3)c3ccccc3n2)o1 (stereo not given) | 7%
Cc1nnc(SC(C)C(=O)NCC2CCCO2)s1 (stereo not given) | -7%
CCOc1ccccc1OCCCC(=O)NNC(=O)c1ccc(F)cc1 | -4%
CCOC(=O)C1=C(COC(=O)c2cc(S(=O)(=O)N3CCOCC3)ccc2F)NC(=O)NC1C (stereo not given) | -8%
O=C(O)c1cc(=S)nc[nH]1 | -4%
Cn1cnc(C(=O)N2CCc3ccccc3C2)c1C(=O)N1CCc2ccccc2C1 | 3%
Cc1ccc(C)c(NC(=O)CN2C(=O)NC(CCc3ccccc3)C2=O)c1 (stereo not given) | -1%
Cc1ccc(S(=O)(=O)N(Cc2cccc(F)c2)C(=O)N2CCN(C)CC2)cc1 | 2%
Cc1cc(C(=O)NNC(=O)CN2C(=O)NC3(CCCCC3)C2=O)c(C)o1 | -2%
O=C1N(c2ccccc2C(F)(F)F)OC1(Cc1ccccc1)c1ccccc1 (stereo not given) | -5%
CC1OC(c2ccccc2)OC2COC(c3ccccc3)OC12 (stereo not given) | -1%
Cc1cccc(C(=O)Nc2cccc(S(=O)(=O)NCc3ccco3)c2)c1 | 8%
O=C(NCc1ccccn1)c1cccc(S(=O)(=O)N2CCc3ccccc32)c1 | 6%
O=C(NCc1ccccn1)c1ccc(Cl)c(S(=O)(=O)NCc2ccccc2)c1 | 2%
CC(C)N(C(=O)[C@H]1CC(CC(=O)NCC23CC4CC(CC(C4)C2)C3)C(=O)N2CCc3c([nH]c4ccccc34)[C@]12C)C(C)C (stereo not given in full) | -1%
COc1nc(-c2ccccc2)c2cc(Br)ccc2n1 | 0%
CC(C)CCN(C(=O)c1ccncc1)c1c(N)n(Cc2ccccc2)c(=O)[nH]c1=O | -8%
COC(=O)[C@H](C)N(Cc1ccc(Cl)c(Cl)c1)S(=O)(=O)CCN1CCCC1 | -8%
CN1CCC(N(C)C(=O)c2cc(-c3ccccc3Cl)nc3ccccc23)CC1 | 6%
Cc1nn(C)cc1CN(C)C(=O)C1CCC(=O)N(CCc2cccc(F)c2)C1 (stereo not given) | -3%
O=S(=O)(CCN1CCN(c2ccccc2O)CC1)c1cc(Cl)ccc1Cl | -2%
O=C(Nc1nc(-c2ccccn2)cs1)c1cc(S(=O)(=O)N2CCOCC2)ccc1F | -10%
Cc1ccc(OCCC(=O)OCC(=O)Nc2ccc(N3CCOCC3)cc2)cc1 | -6%
COc1ccc(C(C)=O)cc1COC(=O)[C@H](Cc1ccccc1)NC(=O)c1ccco1 | 2%
O=C(COC(=O)CNC(=O)c1ccccc1)NCc1ccc2c(c1)OCO2 | -14%
CC12CCC(CC1=O)C2(C)C (stereo not given) | 0%
CCN(C(=O)COC(=O)c1c2c(nc3ccccc13)CCC2)c1c(N)n(Cc2ccccc2)c(=O)[nH]c1=O | -4%
OC(CNCCN1CCNCC1)Cc1ccccc1 (stereo not given) | -2%
CC1=C(C(=O)OCCOC(C)C)C(c2cccc3ccccc23)NC(=O)N1 (stereo not given) | 2%
COc1cccc(-c2sc3ccc(OC)cc3c2-c2ccc(OCCN3CCCC3)cc2)c1 | -5% | NS5 inhibitors pilot replicate=3.9
CC(C)NC(=O)Nc1ccc2c(c1)C(=O)N([C@H](C)CO)C[C@H](C)[C@@H](CN(C)Cc1ccc3c(c1)OCO3)OCCCC[C@@H](C)O2 | -2%
O=C(c1ccccc1)C1CC=CCC1C(=O)c1ccccc1 (stereo not given) | -2%
CCOC(=O)c1nncc(-c2ccccc2)n1 | -5%
O=C(O)CN1CCNCCN(CC(=O)O)CCNCC1 | 3%
O=C(COC(=O)c1cc(S(=O)(=O)N2CCCCC2)ccc1N1CCOCC1)c1ccccc1 | -4%
O=C(COC(=O)CCc1nc2ccccc2c(=O)[nH]1)Nc1c(Cl)cccc1C(F)(F)F | -1%
COC(=O)c1ccc(NC(=O)COC(=O)COc2cccc3c2OC(C)(C)C3)cc1 | 0%
COc1cccc(CNC(=O)COC(=O)c2ccc(-c3ccc(O)cc3)cc2)c1 | 1%
COc1ccccc1C(C)NC(=O)CN(C)CC(=O)Nc1c(C)cccc1C (stereo not given) | 0%
Cc1cccc(C(=O)OC(C)C(=O)NC2CCCc3ccccc32)c1O (stereo not given) | 3%
N#CCCN(C(=O)COC(=O)c1ccc(S(=O)(=O)N2CCCC2)cc1)c1cccc(Cl)c1 | -2%
COc1ccc(C)cc1-n1nnnc1SC(C)C(=O)NC1CCCC1 (stereo not given) | -4%
O=C(NCCc1ccc(F)cc1)C(=O)NCC1CCCN1S(=O)(=O)c1ccccc1 (stereo not given) | 1%
NC(=O)c1ccc(NC(=O)COC(=O)c2ccccc2SCC(=O)N2CCCC2)cc1 | -4%
CCCCN(C(=O)c1cc(-c2ccc(F)cc2)nc2ccccc12)c1c(N)n(CCCC)c(=O)[nH]c1=O | 5%
COc1ccc(CC(=O)Oc2ccccc2C)cc1S(=O)(=O)N1CCOCC1 | 1%
CCN(CC(=O)Nc1ccccc1OC)C(=O)CN1C(=O)NC(C)(c2ccc(C)cc2)C1=O (stereo not given) | -6%
NC(=O)C1CCN(C(=O)c2cc3c(s2)CCCC3)CC1 | -2%
NC(=O)c1ccc(SCC(=O)OCC(=O)NCc2ccco2)c([N+](=O)[O-])c1 | 1%
CCOc1ccc(Oc2ccccc2NC(=O)CCc2nc3ccccc3c(=O)[nH]2)cc1 | -5%
Carrying on:
SMILES | NS5 inhibitors | others
CN(C)S(=O)(=O)c1ccc(N2CCCC2)c(C(=O)Nc2nccs2)c1 | -6%
O=S(=O)(c1cc(F)ccc1F)N1CCN(c2ncnc3ccccc23)CC1 | -10%
O=C(c1ccccc1)N1N=C(c2ccc(F)cc2)CC1c1ccc(F)cc1 (stereo not given) | 3%
C[C@@H]1CN([C@@H](C)CO)C(=O)CCCn2nncc2CO[C@H]1CN(C)C(=O)Nc1cccc(Oc2ccccn2)c1 | -6%
Cc1cc(C)cc(N(CCC#N)C(=O)COC(=O)CNC(=O)c2sc3ccccc3c2Cl)c1 | 1%
Cc1c(C)c2cc(Cl)c(OCC(=O)Nc3ccccn3)cc2oc1=O | -1%
COc1ccc(S(=O)(=O)Nc2ccccc2C(=O)NN2CCOCC2)cc1OC | -3%
CCCC(C)NC(=O)CN(Cc1ccco1)S(=O)(=O)c1ccccc1 (stereo not given) | 4%
CCOC(=O)C1=CN(Cc2ccco2)S(=O)(=O)NC1CC (stereo not given) | -7%
O=C(Nc1cccc(C(=O)N2CCCC2)c1)C1CCCC1 | 8% | NS5 inhibitors pilot replicate=0.3
O=C(CN1CCN(C(=O)C2CCC2)CC1)Nc1ccc(F)cc1 | 1%
O=C(O)c1cccc2c1C(=O)c1ccc(-c3ccc(OC(F)(F)F)cc3)cc1S2(=O)=O | 10%
Cn1c(N)c(C(=O)COC(=O)CNC(=O)c2ccccc2F)c(=O)n(C)c1=O | 10%
CC1CCC(NC(=O)C(C)N2C(=O)C3CCCCC3C2=O)CC1 (stereo not given) | -4%
C[C@H](CO)N1C[C@H](C)[C@H](CN(C)S(=O)(=O)c2cn(C)cn2)Oc2ccc(NC(=O)Nc3ccc(C(F)(F)F)cc3)cc2CC1=O | -3%
COc1ccc(CCNC(=O)c2cc3c(=O)n4ccccc4nc3n(CC3CCCO3)c2=N)cc1 (stereo not given) | -9%
O=C1c2ccccc2C(=O)N1c1ccccc1 | -4%
CCCN(C(=O)CCCSc1nc2ccccc2[nH]1)c1c(N)n(Cc2ccccc2)c(=O)[nH]c1=O | -5%
CC1CCCCN1C(=O)COC(=O)CNC(=O)c1sc2ccccc2c1Cl (stereo not given) | -1%
Cc1cc(C)n(-c2nc(SCCN3CCOCC3)c3c4c(sc3n2)CCCC4)n1 | -4%
O=C(Nc1ccc2c(c1)OCO2)c1cc(Cl)ccn1 | 3%
CC(C)(C)n1ncc2c(=O)n(Cc3cc(F)c(Cl)cc3Cl)cnc21 | -8%
CN(c1ccccc1)S(=O)(=O)c1cc(C(=O)Nc2ccccc2N2CCOCC2)ccc1Cl | -1%
Cc1cccc(C)c1NC(=O)CNC(=O)c1c(C)nn(-c2ccccc2)c1C | 3%
COc1ccc(C(CNC(=O)CSc2ccccc2F)N2CCOCC2)cc1 (stereo not given) | -6%
CCN1C(=O)[C@H]2[C@H]3CN=C(SCc4ccc(C)cc4)N3[C@@](Cc3ccccc3)(C(=O)OC)[C@H]2C1=O | 1% | NS5 inhibitors pilot replicate=-4.9
CCN(Cc1nc2cc(Cl)ccc2c(=O)[nH]1)C(=O)c1cccc(OCc2c(C)noc2C)c1 | -5%
CC(OC(=O)c1ccc([N+](=O)[O-])s1)C(=O)NC1CCCCC1C (stereo not given) | -4%
C[C@@H]1CN([C@@H](C)CO)S(=O)(=O)c2ccc(Br)cc2O[C@H]1CN(C)Cc1ccc(-c2ccccc2)cc1 | -4%
CC(C)NC(=O)N(C)C[C@H]1Oc2ccc(NC(=O)CCN3CCOCC3)cc2C(=O)N([C@H](C)CO)C[C@@H]1C | -5% | NS5 inhibitors pilot replicate=0.6
O=C(Cn1cc(C(=O)C(=O)N2CCOCC2)c2ccccc21)Nc1cccc(C(F)(F)F)c1 | 7%
CCCCN=C1SC(C(=O)Nc2sc3c(c2C(=O)OC)CCC3)C(N)=C1C(=O)N1CCOCC1 (stereo not given) | -13%
CN(CC(=O)Nc1ccc(F)c(F)c1F)C(=O)c1cc(-c2ccncc2)nc2ccccc12 | -6%
Cc1ccc(C)c(C(=O)CN2C(=O)NC3(CCc4ccccc43)C2=O)c1 (stereo not given) | -4%
CC(c1ccon1)N(C)C(=O)c1cccc(OC2CCN(S(C)(=O)=O)CC2)c1 (stereo not given) | 2%
COc1ccc(S(=O)(=O)N(C)C)cc1NC(=O)COc1ccc2c(c1)CCC2 | -1%
CC1(c2ccc3c(c2)OCCCO3)NC(=O)N(CC(=O)NCCc2ccc(F)cc2)C1=O (stereo not given) | 6%
Cc1ccc(SCC(=O)NNC(=O)CCS(=O)(=O)c2ccc(C)cc2)cc1 | 3%
O=C1CN(S(=O)(=O)c2cccc(Br)c2)CCN1 | -7%
CCCCn1c(CCC(=O)O)nc2cc(S(=O)(=O)N3CCCC3)ccc21 | -6%

5 records picked at random from the list so far, as already listed:
SMILES | NS5 inhibitors | others
COc1ccc(S(=O)(=O)N(C)C)cc1NC(=O)COc1ccc2c(c1)CCC2 | -1%
Cc1ccc(C)c(C(=O)CN2C(=O)NC3(CCc4ccccc43)C2=O)c1 (stereo not given) | -4%
CCCCN=C1SC(C(=O)Nc2sc3c(c2C(=O)OC)CCC3)C(N)=C1C(=O)N1CCOCC1 (stereo not given) | -13%
O=C(Cn1cc(C(=O)C(=O)N2CCOCC2)c2ccccc21)Nc1cccc(C(F)(F)F)c1 | 7%
CC1(c2ccc3c(c2)OCCCO3)NC(=O)N(CC(=O)NCCc2ccc(F)cc2)C1=O (stereo not given) | 6%

Additional structures
SMILES | NS5 inhibitors | others
CC(=O)c1ccc(NC(=O)COC(=O)/C=C/c2cccs2)cc1 | 2%
COc1ccc(NC(=O)CN(C)C2CCS(=O)(=O)C2)cc1 (stereo not given) | -6%
CCn1c(SCC(=O)c2c(N)n(C3CC3)c(=O)[nH]c2=O)nnc1-c1ccccc1OC | 6%
CC(=O)Nc1ccc(S(=O)(=O)NCCC(=O)NCc2ccco2)cc1 | 6%
CC1CC2C3CCC4=CC(=O)CCC4(C)C3CCC2(C)C1(O)C(=O)CO (stereo not given) | 9%
Cc1cc(C)cc(-c2nnc(SCC(=O)Nc3cc(C)on3)o2)c1 | -1%
COc1ccc(OC)c(NC(=O)COc2coc(CN3CCc4ccccc43)cc2=O)c1 | 0%
CC(C)(C)S(=O)(=O)N1C[C@H]2CC/C=C\C/C(c3ccccc3)=C\2[C@@H]1CCO | -4% | NS5 inhibitors pilot replicate=-2.8
Cc1cc(CNCCN(C)C)c(C)n1-c1cc(S(=O)(=O)N2CCOCC2)ccc1N1CCCC1 | -2%
Cc1cc(OCC(=O)OCC(=O)N2CCCc3ccccc32)ccc1Cl | -1%
COc1cc2c(cc1N)-c1ccc(N)cc1C2 | 17%
Cc1cc(=O)c(C(=O)Nc2cccc(C(=O)NC3CC3)c2)nn1-c1ccccc1Cl | -8%
O=C(OCCc1cc2ccccc2c(=O)o1)c1ccco1 | -6%
Cc1ccc(SCc2c(C(=O)N/N=C/c3ccc(C)o3)nnn2-c2nonc2N)cc1 | 2%
COc1ccc(C2=CC(=O)C[C@H](c3ccc(F)cc3)C2)cc1OC | -2%
Cc1ccccc1S(=O)(=O)N1C[C@H]2CON(C)[C@H]2C[C@H]1c1cccc(Oc2ccccc2)c1 | -7%
CN(C(=O)CSc1nnnn1-c1ccc(O)cc1)C1CCCCC1 | 7%
Nc1ccc(-c2nnn(Cc3ccccc3)n2)cc1 | 5%
Cc1ccc(S(=O)(=O)N(C)C)cc1NC(=O)COC(=O)Cc1cccs1 | -9%
O=C1OCCN1c1ccccc1 | -4%
Cc1ccc(S(=O)(=O)N2CCN(C(=O)COC(=O)CCOc3cc(C)ccc3C)CC2)cc1 | -11%
Cc1nc2cc(NC(=O)CS(=O)(=O)c3ccc(F)cc3)ccc2s1 | 1%
CCOC(=O)C1=CC[C@H]2c3c(c4ccccc4n3C)C[C@H]1N2C | 4%
Cc1c(C)n2c(SCC(=O)N3CC(C)OC(C)C3)nnc2[nH]c1=O (stereo not given) | -12%
Cc1cc(C(=O)NC2CCCCCCC2)ccc1[N+](=O)[O-] | 2%
Cc1nc2ccc(C(=O)Nc3ccc(N(C)C)cc3)cc2s1 | -4%
O=C(O[C@@H]1[C@H](Cc2ccccc2)NS(=O)(=O)[C@H]2C[C@@H]3C=C[C@]12O3)c1ccccc1Br | 4%
CCC(C)(C)C1CCC2(CC1)NC(=O)N(CC(=O)NCCCc1ccccc1)C2=O (stereo not given) | 4%
